# SMN2 splice enh – enhancers of SMN2 splice variant expression; HEK293 SMN2-luciferase splicing reporter, luminescence, 30-36 h; AID 1458; Potency, µM (series often up to 46.1 µM), for inactives: at the top dose activity change, positive = activation, most hits filed as activators; hit rate 2.8% among 210,000; note: % of control where 0% means no effect; nearly all actives have a fitted effect of over 55% in size
#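 qHTS luciferase splicing reporter: luminescence rises when SMN2 exon 7 is included in transfected HEK293 cells. Compound exposure lasted 30-36 h at 37C, with 4.5 mM final sodium butyrate as control, followed by a ONE-Glo read.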
# Tau fluor counter – counter-screen for tau fibril formation inhibitors | tau K18 P301L Alexa594 fluorescence, heparin fibrillization | Potency, µM (series often up to 57.7 µM), for the others: at the highest dose activity change, negative = decrease | hit rate 0.93% among 280,000 | AID 1463; note: % is set by controls: 0 for no effect and ±100 for the full control effect; nearly all actives have a fitted effect of over 55% in size
#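 Human tau K18 P301L (15 uM unlabeled, 0.24 uM Alexa 594-labeled) in 100 mM sodium acetate pH 7 with 20 uM heparin, 6 hr at 37 C. ThT 30 uM added, 1 hr ambient; Alexa 594 FP and total fluorescence read at 555/632 nm.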
# JMJD2E inh – JMJD2E (human) inhibition. B2RXH2. hit rate 1.6% among 230,000. JMJD2E catalytic domain, FDH-coupled NADH fluorescence (FDH is formaldehyde dehydrogenase). Potency, µM (doses to about 57.1 µM), for inactives: at the top dose activity change, negative = inhibition, actives largely listed as inhibitors; active = well fitted inhibition curve with a large enough effect, not every such curve was filed as active; inconclusive = small, poorly fitted or top-dose-only effect, or another doubt; inactive = no such curve, though single readings can be large or run the other way;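 note: 0% = wells with enzyme and -100% = buffer wells without enzyme; nearly all actives have a fitted effect of over 50% in size; many of its hits are not listed in these tables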
# Target sequence (B2RXH2 1-337 limits assumed): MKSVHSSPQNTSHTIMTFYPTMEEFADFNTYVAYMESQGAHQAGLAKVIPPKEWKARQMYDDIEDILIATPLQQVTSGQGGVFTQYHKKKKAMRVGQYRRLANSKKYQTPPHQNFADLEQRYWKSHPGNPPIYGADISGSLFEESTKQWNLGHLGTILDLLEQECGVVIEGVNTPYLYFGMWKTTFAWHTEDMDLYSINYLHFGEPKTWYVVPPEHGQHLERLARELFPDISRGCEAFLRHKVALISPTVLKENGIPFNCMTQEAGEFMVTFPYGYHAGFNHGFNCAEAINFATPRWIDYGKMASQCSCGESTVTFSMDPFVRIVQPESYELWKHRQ
# HTT cytoprotect – cytoprotection in Huntington HTT-Q103 PC12 cell model. PC12 HTT-Q103 induced, cytoprotection, ATP luminescence, 40 h. Potency, µM (series often up to 56.4 µM), for the others: cytoprotection (ATP increase), usual class: activators. hit rate 0.14% among 230,000. AID 1471;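 note: % of control where 0% means no effect; nearly all actives have a fitted effect of over 45% in size; toxic huntingtin expression switched on by the ecdysone agonist tebufenozide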
#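 Huntington model: PC12 line, ecdysone-inducible HTTQ103 exon1–GFP, tebufenozide 100 nM. Test articles in a dose series. Endpoint luminescence from cellular ATP.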
# HttQ103 aggreg – mutant huntingtin aggregation inhibition; PC12 HttQ103-GFP aggregates, Acumen cytometry, 40 h; Potency, µM (doses to about 46.1 µM), inactives show at the top dose activity change, negative = inhibition, hits mostly inhibitors; hit rate 1.1% among 220,000; AID 1688; note: % is set by controls: 0 for no effect and ±100 for the full control effect; nearly all actives have a fitted effect of over 60% in size
#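 Aggregate formation scored by laser-scanning cytometer (488 excitation, 500–530 emission) in lysed PC12 cells expressing Q103-GFP after 100 nM tebufenozide induction; library tested in dose series, with ATPLite reagent added in the multiplex.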
# ALDH1A1 block – inhibitors of human aldehyde dehydrogenase 1A1; AID 1030; Potency, µM (top dose mostly 75.3 µM), for inactives: top-dose activity, negative = inhibition, hits mostly inhibitors; Purified ALDH1A1, NADH fluorescence, propionaldehyde substrate; hit rate 7.3% among 220,000; active = well fitted inhibition curve with a large enough effect, not every such curve was filed as active; inconclusive = small, poorly fitted or top-dose-only effect, or another doubt; inactive = no such curve, though single readings can be large or run the other way;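 note: plate controls were no enzyme wells and a reference inhibitor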
# Target sequence (P00352 whole entry, looked up): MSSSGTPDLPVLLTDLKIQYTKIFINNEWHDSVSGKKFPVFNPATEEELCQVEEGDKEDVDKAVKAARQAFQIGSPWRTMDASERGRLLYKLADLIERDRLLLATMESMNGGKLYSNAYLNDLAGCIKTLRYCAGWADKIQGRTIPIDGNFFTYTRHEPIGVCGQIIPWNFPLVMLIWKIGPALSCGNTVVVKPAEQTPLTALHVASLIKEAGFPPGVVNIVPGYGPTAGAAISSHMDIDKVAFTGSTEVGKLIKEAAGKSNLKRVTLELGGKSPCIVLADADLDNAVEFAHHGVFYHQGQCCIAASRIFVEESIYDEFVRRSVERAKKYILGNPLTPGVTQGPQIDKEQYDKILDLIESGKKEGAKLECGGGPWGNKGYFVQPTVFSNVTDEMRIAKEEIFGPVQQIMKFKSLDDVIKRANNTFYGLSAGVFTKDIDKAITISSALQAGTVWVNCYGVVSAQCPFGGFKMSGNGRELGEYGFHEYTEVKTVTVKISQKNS
# Tau fibril FP – blocks human tau fibril formation measured by polarization; P10636; K18 P301L tau heparin fibrillization, Alexa594 FP, 6 h; Potency, µM (top dose mostly 57.7 µM), without a hit: at the highest dose activity, negative = inhibition, actives largely listed as inhibitors; hit rate 0.39% among 280,000; note: % is set by controls: 0 for no effect and ±100 for the full control effect; nearly all actives have a fitted effect of over 55% in size
# Target sequence (P10636 561-689 P618L limits assumed): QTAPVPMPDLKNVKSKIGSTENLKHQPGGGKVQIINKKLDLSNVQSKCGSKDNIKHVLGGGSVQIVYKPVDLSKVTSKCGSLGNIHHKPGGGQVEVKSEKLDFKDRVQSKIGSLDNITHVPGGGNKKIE
#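 Human K18 P301L fragment (15 uM unlabeled plus 0.24 uM Alexa 594-labeled) in 100 mM sodium acetate pH 7 with compound, aggregation induced by 20 uM heparin for 6 hr at 37 C. ThT (30 uM) added for 1 hr, then Alexa 594 FP read.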
# Tau fibril ThT – blocks human tau fibril formation measured by thioflavin T; P10636; recombinant tau K18 P301L, heparin-induced fibrillization, ThT fluorescence; Potency, µM (highest dose often 57.4 µM), without a hit: at the top dose activity, negative = inhibition, most hits filed as inhibitors; hit rate 2.1% among 270,000; AID 1460; note: % is set by controls: 0 for no effect and ±100 for the full control effect; nearly all actives have a fitted effect of over 55% in size
#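 Using a mix of unlabeled (15 uM) and Alexa 594-labeled (0.24 uM) tau K18 P301L, heparin-triggered fibrillization over 6 hr at 37 C was scored by ThT fluorescence.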
# The depositor's hits bear a star; ? = inconclusive; / = not tested or not shown; [ ] = remark or other dose. Unless noted, calls come from the whole dose curve; as a rule, active = well fitted curve in the direction sought with a large enough effect; inconclusive = small, poorly fitted or top-dose-only effect, or another doubt; inactive = no such curve, though single readings can be large; an effect the other way counts as inactive or inconclusive. Potency is the fitted concentration of half-maximal effect. Only part of the results is shown (hit frequency here may not be typical).
SMILES,SMN2 splice enh,Tau fluor counter,JMJD2E inh,HTT cytoprotect,HttQ103 aggreg,ALDH1A1 block,Tau fibril FP,Tau fibril ThT
CC(C)Cc1cc(C(=O)Nc2cc(Br)ccc2O)no1,?,?,-5%,25%,?,10%,9%,?
CC(C)N(CCNS(=O)(=O)c1ccc(Cl)cc1)C(C)C,7%,1%,5%,8%,-8%,?,3%,-6%
CN(C)S(=O)(=O)c1ccc(C(=O)N2CCN=C2SCc2ccccc2)cc1,-28%,-12%,-4%,1%,-18%,?,3%,-7%
COc1ccc(C(=O)NC(C)c2nc3ccccc3n2C)cc1OC (stereo unspecified),3%,7%,-1%,18%[1.9 µM],-3%,1%,7%,7%
COC(=O)C1=C(C)N(CCc2ccc(OC)c(OC)c2)C(=O)C1,-9%,-7%,-9%,0%,31%,?,5%,?
CCC(C)NC(=O)Cn1c(=O)n(-c2ccc(Cl)cc2)c(=O)c2c3c(sc21)CCCC3 (stereo unspecified),?,15%,/,/,/,/,-8%,6%
O=C(Nc1ccncc1)c1ccc2ccccc2c1,/,-11%,?,12%[10 µM],-2%[9.22 µM],5%,-1%,1%
Cc1ccc(C(=O)NCCCN2CCOCC2)o1,-13%,-5%,6%,13%[1.9 µM],-6%,?,-7%,-8%
CCCNS(=O)(=O)c1ccc(Oc2ncc(C(F)(F)F)cc2Cl)cc1,-17%,-16%,5%,-8%[10 µM],-26%,18%,-7%,-10%
O=C(NCc1ccccc1Cl)c1ccc[nH]1,2%,0%,2%,15%,15%[9.22 µM],8%,-1%,1%
CC(C)(C)c1cc2cccnc2n1Cc1cccc(Cl)c1,-10%,-8%,?,-12%[10 µM],?,?,-2%,2%
Cc1nc(C)c(C(=O)Nc2ccccc2-c2ccccc2)o1,/,-29%,0%,8%,?,-15%,4%,?
Cc1ccc(-c2cc(C(=O)Nc3cnn(C45CC6CC(CC(C6)C4)C5)c3)no2)cc1,-5%,7%,-1%,-44%[inhibitor],16%,-3%,5%,5%
COc1ccc(/C=C/C(=O)N2CCCC2)cc1OC,10%,-1%,?,-3%,2%,?,7%,-13%
CCOC(=O)c1c(NC(=O)CN2CCCc3ccccc32)sc(C)c1CC,-17%,-17%,-19%,21%[10 µM],-19%,?,-3%,?
Cc1ccc(NC(Cc2cc(C)no2)c2ccccc2)cc1 (stereo unspecified),-14%,-23%,5%,/,3%,-6%,15%,-11%
Cc1sc(NC(=S)NC(=O)c2ccc(C(C)(C)C)cc2)c(C#N)c1C,?,-21%,-2%,-24%,-17%,?,1%,?
CC1(C)Cc2c(C#N)c(N)n(-c3ccccc3)c(=O)c2CO1,-8%,6%,-5%,-11%,-18%,-6%,-1%,-3%
COc1c(Cl)cc(Cl)cc1CNCCNCCO,-9%,3%,9%,-2%,9%,10%,4%,-3%
COc1ccc(NC(=O)C2CCC(C)(C(=O)O)C2(C)C)cc1 (stereo unspecified),5%,0%,-2%,-3%,-2%,3%,6%,-12%
Cc1cc2c(=O)n(CC(=O)N3CCN(c4ccccc4)CC3)cnc2s1,-12%,0%,-1%,4%[10 µM],-7%,2%,9%,1%
CCn1cc(C(=O)O)c(=O)c2cc(F)c(N3CCN(C(=S)NC(=O)c4ccccc4C)CC3)cc21,/,-7%,?,21%[10 µM],-14%[9.22 µM],/,-1%,/
O=C(/C=C/c1ccc(S(=O)(=O)N2CCOCC2)cc1)N(CCO)Cc1ccccc1,/,-10%,-18%,-15%,-4%,-7%,-4%,-5%
O=[N+]([O-])c1cc(/C=N/Nc2nc(N3CCCCC3)nc(N3CCCCC3)n2)ccc1O,?,-6%,5%,?,-13%,?,6%,3%
CCN1CCCC1CNC(=O)CCNC(=O)c1cc(OC)c(OC)c(OC)c1 (stereo unspecified),11%,-3%,-1%,-8%,-4%,6%,0%,-4%
SMILES,SMN2 splice enh,Tau fluor counter,JMJD2E inh,HTT cytoprotect,HttQ103 aggreg,ALDH1A1 block,Tau fibril FP,Tau fibril ThT
Nn1c(Nc2ccccc2)nc2sc3c(c2c1=O)CCC3,-51%[inhibitor],28µM*[quencher],?,-7%,?,?,2%,20µM*
O=C(Nc1cccc(NC(=O)c2nccc3ccccc23)c1)c1ccco1,-7%,-28%,1%,-67%[inhibitor],3%[9.22 µM],-11%,-9%,?
CN(C)c1nnnn1-c1ccc(Oc2ccccc2)cc1,-36%[inhibitor],-8%,6%,2%,2%,-5%,0%,-10%
CC1(C)CC(N2CN(C3CCCCC3)CC2=O)CC(C)(C)N1,18%,5%,-2%,1%,9%,12%,0%,3%
Cc1cc(=O)n(CCCO)c(O)c1C#N,1%,-3%,?,-24%,4%,-10%,-8%,?
CN(CC(=O)NC(=O)NC(C)(C)C)CC(=O)Nc1ccccc1Cl,-10%,-7%,16%,-4%,5%,6%,0%,-1%
CN1C(=O)C(CC(=O)NCCc2ccccc2)N(NC(=O)c2ccc(Cl)cc2)C1=S (stereo unspecified),/,-22%,4%,2%[10 µM],-8%[9.22 µM],/,-4%,-4%
O=C(CC(c1ccccc1)c1ccccc1)OCn1nnc2ccccc2c1=O,3%,-27%,-9%,7%,15%,-15%,5%,-10%
Cc1cc(NCCO)c2ccccc2n1,-7%,0%,-10%,1%,-30%,4%,2%,-7%
c1ccc2c(N3CCCCC3)nc(N3CCCCC3)nc2c1,-8%,-11%,0%,-8%,13%,-1%,-3%,-4%
CC(C)Sc1nc2ccccc2n1CC(N)=O,-6%,-4%,-3%,-5%,-15%,13%,-7%,-4%
O=C(O)c1cccc(S(=O)(=O)N2CCCC2)c1,1%,4%,-2%,1%,15%,1%,?,1%
COCCCN1C(=O)c2[nH]nc(-c3cc(C)ccc3O)c2C1c1ccc(F)cc1 (stereo unspecified),14%,?,/,/,/,/,7%,-12%
NC(N)=NS(=O)(=O)c1ccc(NC(=S)NC(=O)c2ccc3c(c2)OCO3)cc1,-22%,1%,3%,2%,2%,25µM*,-12%,-2%
COc1ccc2nc(SCC(=O)N3CCCCCC3)c(C#N)cc2c1,6%,-22%,?,-27%[10 µM],-18%,13µM*,8%,?
O=C(CCc1nnc(Cc2ccc(-c3ccccc3)cc2)o1)N1CCCC1,/,-3%,-1%,-13%,-19%,-3%,-1%,-4%
CCOc1ccccc1OCCOCCN1CC(C)OC(C)C1 (stereo unspecified),8%,2%,-25%,-14%[0.074 µM],16%,-10%,3%,-4%
Cc1ccc(O)c(-c2cc(-c3cccc(Br)c3)n[nH]2)c1,/,6%,-18%,-1%[10 µM],2%[9.22 µM],-4%,-5%[2.34 µM],5%
c1coc(CNc2ncnc3[nH]ncc23)c1,/,-11%,-13%,15%[10 µM],3%[9.22 µM],13%,-1%,-7%
CCOC(=O)C1CCN(C(=O)COc2ccc(S(=O)(=O)N3CCCC3)cc2C)CC1,1%,-4%,-3%,-24%,-7%,18µM*,6%,-6%
COc1ccccc1C(=O)Nc1onc2c1CCCC2,3.5µM*,-5%,/,/,/,/,-3%,0%
COc1ccc(/C=N/N=C2/NC(=O)C(CC(=O)NC(N)=O)S2)cc1 (stereo unspecified),-9%,-16%,-22%,-19%,-8%,0%,-11%,-12%
CCOC(=O)c1cc(CC)sc1NC(=O)COc1ccc2c(C)cc(=O)oc2c1,29%,9%,?,?,12%,?,1%,-1%
Cn1c(SCC(=O)NCCNC(=O)CSc2nnc(C(F)(F)F)n2C)nnc1C(F)(F)F,4%,-20%,7%,-26%,7%[1.84 µM],11%,?,-16%
Cc1ccc(N(C(C)C(=O)Nc2ccc(S(=O)(=O)N3CCOCC3)cc2)S(C)(=O)=O)cc1C (stereo unspecified),-10%,-16%,-3%,9%[0.074 µM],-17%,5%,-4%,3%
SMILES,SMN2 splice enh,Tau fluor counter,JMJD2E inh,HTT cytoprotect,HttQ103 aggreg,ALDH1A1 block,Tau fibril FP,Tau fibril ThT
C=CCc1cccc(CNc2nc3ccccc3n2CC)c1O,-4%,18µM*[quencher],-10%,-31%,-24%,?,14%,-17%
CN(C)C(N)=NCCC[C@H](N)C(=O)O,-7%,-15%,2%,-13%[1.9 µM],/,8%,-3%,-15%
CCCNc1nc(Nc2ccc(C)cc2)nc(N2CCCC2)n1,-21%,-26%,2%,-44%[inhibitor],-4%[9.22 µM],3%,-6%,?
NNC(=O)CS(=O)(=O)c1ccc(Cl)cc1,/,-14%,57%[activator],19%[10 µM],7%[9.22 µM],?,-4%,-15%
Cc1ccc(CN2C(=O)S/C(=C\c3ccccc3OCC(=O)O)C2=O)cc1,/,1%,-16%,3%[10 µM],-11%[9.22 µM],-1%,2%,-7%
COc1ccc(C(CNC(=O)COc2cc(C)cc(C)c2)N2CCCCC2)cc1 (stereo unspecified),-9%,3%,/,/,/,/,8%,7%
O=C(NC1CCN(Cc2ccccc2)CC1)c1ccc(Cn2c(=O)c3ccccc3n(Cc3ccc(Cl)cc3)c2=O)cc1,-3%,-10%,/,/,/,/,6%,1%
CNNCc1ccc(C(=O)NC(C)C)cc1,5%[20.6 µM],/,-3%[25.5 µM],?,8%,?,/,/
COc1ccc(NC(=O)C2CCCN2C(=O)NC2CCCCC2)cc1OC (stereo unspecified),-10%,1%,1%,7%[10 µM],8%,2%,0%,-3%
CN(C)NC(=S)Nc1cccc(C(F)(F)F)c1,/,-5%,14%,-4%[10 µM],-15%[9.22 µM],0%,9%,-9%
CC(=O)c1cccc(S(=O)(=O)N2CCN(c3nc4cc(C)cc(C)c4cc3C#N)CC2)c1,/,-9%,?,-6%[10 µM],-23%,?,0%,-6%

# 3 consecutive compounds from above, for reference:
SMILES,SMN2 splice enh,Tau fluor counter,JMJD2E inh,HTT cytoprotect,HttQ103 aggreg,ALDH1A1 block,Tau fibril FP,Tau fibril ThT
NNC(=O)CS(=O)(=O)c1ccc(Cl)cc1,/,-14%,57%[activator],19%[10 µM],7%[9.22 µM],?,-4%,-15%
Cc1ccc(CN2C(=O)S/C(=C\c3ccccc3OCC(=O)O)C2=O)cc1,/,1%,-16%,3%[10 µM],-11%[9.22 µM],-1%,2%,-7%
COc1ccc(C(CNC(=O)COc2cc(C)cc(C)c2)N2CCCCC2)cc1 (stereo unspecified),-9%,3%,/,/,/,/,8%,7%
